Screening data (PubChem BioAssay)
GlmU inhibition = inhibition of mycobacterial GlmU enzyme – biochemical, glucosamine-1-phosphate acetyltransferase (AID 1376); M. tuberculosis GlmU acetyltransferase enzyme assay; higher % means a stronger effect; inhibition, %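 (tested at 30 µM in the primary screen)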; hits with a dose series show IC50 in µM; hit rate 0.25% among 220,000; in the data active = inhibition above about 13%;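 also: 0% = complete reaction with vehicle and 100% = reaction without substrate; strong numbers were not always called active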
RmlCD inh 1536 = blocks M. tuberculosis RmlC and RmlD coupled enzymes; P9WH09+P9WH11; RmlC+RmlD coupled enzyme assay, percent inhibition; primary screen in compound mixtures; inhibition, % at 3.6 µM; hit rate 0.03% among 160,000; AID 1533; in the data active = inhibition mostly above about 34%, no sharp cut-off; also: some results filed as inactive read as strong as hits
Target sequence (P9WH09 whole entry, looked up): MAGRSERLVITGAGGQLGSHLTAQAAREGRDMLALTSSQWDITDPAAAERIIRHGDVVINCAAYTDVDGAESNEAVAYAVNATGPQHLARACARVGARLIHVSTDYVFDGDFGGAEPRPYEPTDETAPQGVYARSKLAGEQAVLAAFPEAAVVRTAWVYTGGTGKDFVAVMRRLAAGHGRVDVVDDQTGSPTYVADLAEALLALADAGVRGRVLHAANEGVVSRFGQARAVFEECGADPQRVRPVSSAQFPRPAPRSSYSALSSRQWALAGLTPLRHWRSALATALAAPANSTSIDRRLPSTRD
Target sequence (P9WH11 whole entry, looked up): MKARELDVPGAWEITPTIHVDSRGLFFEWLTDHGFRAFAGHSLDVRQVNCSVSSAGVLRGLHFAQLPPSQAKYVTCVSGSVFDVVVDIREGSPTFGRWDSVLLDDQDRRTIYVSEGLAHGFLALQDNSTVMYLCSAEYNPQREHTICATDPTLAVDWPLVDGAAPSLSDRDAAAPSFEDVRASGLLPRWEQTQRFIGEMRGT
An asterisk follows results filed as active; · = not tested or not shown; & = joins results of further samples. A portion of the library; the hit share may differ from the screen's.

Start of the listing, in advance (16 entries):
SMILES	GlmU inhibition	RmlCD inh 1536
O=C1C2C3C=CC(C3)C2C(=O)N1/N=C/c1cc(Br)cc([N+](=O)[O-])c1O (stereo not drawn)	1.2%	-12
Cc1cc(C(=O)N2CCC(C(F)(F)F)n3nccc32)on1 (stereo not drawn)	4.3%	-3
O=C(C1Cc2ccccc2CN1S(=O)(=O)c1cccs1)N1CCCCCC1 (stereo not drawn)	-0.4%	-1
CC1CCC/C(=C\Nc2ccc3c(c2)OCO3)C1=O (stereo not drawn)	4.1%	·
CSc1ccc(Cl)c(C(=O)OCC(=O)NC2CC2)c1	-0.3%	·
CCC1(CC)Cc2ccccc2-c2nc(NCCCO)[nH]c(=O)c21	-4.2%	-2
CCOC(=O)C1C(=O)NC(N2CCN(c3ccccc3)CC2)=NC1c1ccco1 (stereo not drawn)	-2.3%	5
COc1ccc2nc(NCCNC(=S)NCCCN3CCOCC3)c(C#N)cc2c1	1.3%	5
O=C(COc1ccc2ccccc2c1)N1CCN(C(=O)c2ccco2)CC1	0.7%	0
O=C(Cc1ccc(Br)cc1)Nc1ncc([N+](=O)[O-])s1	1.9%	-7
CC(=O)C1=C(C)NC(=O)NC1c1cccc(O)c1 (stereo not drawn)	0.7%	12
O=C1c2nc3ccccn3c2C(=O)N1Cc1ccccc1	-0.2%	·
CC1=Nc2ncnn2C(c2ccccc2)/C1=N\O (stereo not drawn)	2.4%	3
CCOC(=O)c1cc2c(ccn2C)n1CC(=O)N1CCN(c2cccc(C(F)(F)F)c2)CC1	2.3%	·
CCCC(=O)NNC(=O)CCC(=O)NCc1ccccc1	5.8%	·
Cc1oc(-c2ccccc2F)nc1CS(=O)(=O)CC(=O)NCCCN(C)C1CCCCC1	6.8%&-2.9%	13

Results, previewed entries included:
SMILES	GlmU inhibition	RmlCD inh 1536
O=C1C2C3C=CC(C3)C2C(=O)N1/N=C/c1cc(Br)cc([N+](=O)[O-])c1O (stereo not drawn)	1.2%	-12
Cc1cc(C(=O)N2CCC(C(F)(F)F)n3nccc32)on1 (stereo not drawn)	4.3%	-3
O=C(C1Cc2ccccc2CN1S(=O)(=O)c1cccs1)N1CCCCCC1 (stereo not drawn)	-0.4%	-1
CC1CCC/C(=C\Nc2ccc3c(c2)OCO3)C1=O (stereo not drawn)	4.1%	·
CSc1ccc(Cl)c(C(=O)OCC(=O)NC2CC2)c1	-0.3%	·
CCC1(CC)Cc2ccccc2-c2nc(NCCCO)[nH]c(=O)c21	-4.2%	-2
CCOC(=O)C1C(=O)NC(N2CCN(c3ccccc3)CC2)=NC1c1ccco1 (stereo not drawn)	-2.3%	5
COc1ccc2nc(NCCNC(=S)NCCCN3CCOCC3)c(C#N)cc2c1	1.3%	5
O=C(COc1ccc2ccccc2c1)N1CCN(C(=O)c2ccco2)CC1	0.7%	0
O=C(Cc1ccc(Br)cc1)Nc1ncc([N+](=O)[O-])s1	1.9%	-7
CC(=O)C1=C(C)NC(=O)NC1c1cccc(O)c1 (stereo not drawn)	0.7%	12
O=C1c2nc3ccccn3c2C(=O)N1Cc1ccccc1	-0.2%	·
CC1=Nc2ncnn2C(c2ccccc2)/C1=N\O (stereo not drawn)	2.4%	3
CCOC(=O)c1cc2c(ccn2C)n1CC(=O)N1CCN(c2cccc(C(F)(F)F)c2)CC1	2.3%	·
CCCC(=O)NNC(=O)CCC(=O)NCc1ccccc1	5.8%	·

Looked up one by one from above, 2 records:
SMILES	GlmU inhibition	RmlCD inh 1536
CC1=Nc2ncnn2C(c2ccccc2)/C1=N\O (stereo not drawn)	2.4%	3
CC1CCC/C(=C\Nc2ccc3c(c2)OCO3)C1=O (stereo not drawn)	4.1%	·

Continued:
SMILES	GlmU inhibition	RmlCD inh 1536
Cc1oc(-c2ccccc2F)nc1CS(=O)(=O)CC(=O)NCCCN(C)C1CCCCC1	6.8%&-2.9%	13
Cc1ccc(C(=O)NC(=S)NCC2CCCO2)cc1[N+](=O)[O-] (stereo not drawn)	-3.1%	3
Nc1nc(COc2ccccc2)cs1	2.4%	·
CN(C)c1nnnn1-c1ccc(Oc2ncc(C(F)(F)F)cc2Cl)cc1	3.4%	8
O=C(Nc1cccc([N+](=O)[O-])c1)ONC1=NCCCCC1	-2.7%	·
COc1cc2c(cc1OC)C(/C=C/c1ccco1)=NCC2	0.0%	-11
COC(=O)c1nc(NC2=NCCCCC2)n[nH]1	2.0%	11
Clc1nc(Cl)nc(N(c2ccccc2)c2ccccc2)n1	5.7%	4
CCCCCC(=O)N1CCN(CCN=CC2=C(O)CC(c3ccco3)CC2=O)CC1 (stereo not drawn)	-6.0%	·
Cc1ccc(NC(=O)c2cc3c(=O)oc4ccc(C)cc4c3s2)nc1	-3.3%	3
CCOC(=O)c1sc(NC(=O)c2cncc(Br)c2)nc1C	1.8%	·
O=C(CSc1cccc[n+]1[O-])NCC1CCCCC1	-2.7%	16
O=C(c1ccccn1)N(CC1CCCO1)C1(C(=O)NC2CCCCC2)CCCCC1 (stereo not drawn)	0.3%	5
CCOC(=O)CSc1nc2ccccc2c(=O)n1NC(=O)c1ccccc1	2.9%	2
O=C(COc1ccccc1-c1ccccc1)NCCN1C(=O)S/C(=C\c2cccnc2)C1=O	-0.7%	-11
O=c1oc(-c2ccccc2)nc2c1C1(CCCCC1)Cc1ccccc1-2	0.4%	7
CCCN(CC(=O)Nc1ccc(F)c(F)c1F)CC(=O)Nc1c(Cl)cccc1Cl	-5.5%	1
COc1ccc(N(CC(=O)Nc2ccccc2C(=O)NCC(C)C)S(C)(=O)=O)cc1	-5.5%	-6
CCOc1ccccc1/C=c1\sc2nc(-c3ccco3)nn2c1=O	8.2%	·
